# Screens from PubChem BioAssay.
# Vif-APOBEC3G blk: qHTS for Inhibitors of Vif-A3G Interactions: qHTS; HeLa A3G-eYFP + Vif (tagged APOBEC3G with the HIV-1 protein that degrades it), YFP fluorescence, overnight; Potency, µM (series often up to 46.1 µM), for the others: top-dose activity, negative = active, actives largely listed as inhibitors; hit rate 0.076% among 410,000;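 note: potency is the fitted concentration of half-maximal effect; % is set by controls: 0 for no effect and ±100 for the full control effect; nearly all actives have a fitted effect of over 60% in size; hits raise eYFP signal because A3G escapes Vif-driven loss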
#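 HeLa cells stably expressing Vif and C-terminally eYFP-tagged A3G, seeded overnight at 37 deg C, then exposed to compound by pintool overnight at 37 deg C. Rise in yellow fluorescence (Ex 488/Em 500-530, Acumen) marks blocked Vif-driven A3G degradation.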
# GRP78 ERSR act: qHTS for Inducers of the Endoplasmic Reticulum Stress Response (ERSR) in Human Glioma: qHTS. U87-MG GRP78 promoter luciferase reporter, 16 h. hit rate 0.02% among 420,000. Potency, µM, for inactives: at the top dose activation, actives largely listed as activators; note: potency is the fitted concentration of half-maximal effect; series mostly up to about 76 µM; % of control where 0% means no effect; nearly all actives have a fitted effect of over 35% in size
#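 Stably transfected U87-MG glioma cells carrying a GRP78-based luciferase sensor; 16 h compound incubation. Luminescence end-point read 10 min after Bright-Glo addition at room temperature.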
# PI4K2A block: qHTS for small molecular inhibitors of PI4K2A. Phosphatidylinositol 4-kinase type 2-alpha (Homo sapiens), Q9BTU6. purified PI4K2A, ADP-Glo luminescence, 1 h; stronger effect = lower value. hit rate 0.13% among 420,000. activity change, negative = inhibition, % at 76.9 µM; in the data active = activity change below about -50%; inconclusive = mostly about -30% to -49%;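 note: -100% = wells without enzyme as full effect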
#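 Compounds are screened against recombinant PI4K2A using PI as substrate and ATP, the latter dispensed at 300 microM. Reactions run one hour at ambient temperature before ADP-Glo detection; full inhibition defined by wells lacking enzyme.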
# IDH1 R132H inh: qHTS for Inhibitors of mutant isocitrate dehydrogenase 1 (IDH1): qHTS; Isocitrate dehydrogenase [NADP] cytoplasmic (Homo sapiens), O75874; IDH1-R132H enzyme, NADPH consumption, diaphorase/resazurin fluorescence; Potency, µM (titrated, usually from 76.6 µM), for inactives: top-dose activity change, negative = inhibition, actives largely listed as inhibitors; hit rate 0.093% among 390,000; AID 602179, 2012; note: potency is the fitted concentration of half-maximal effect; % is set by controls: 0 for no effect and ±100 for the full control effect; nearly all actives have a fitted effect of over 65% in size
# Target sequence (O75874 whole entry R132H, stated change not applied): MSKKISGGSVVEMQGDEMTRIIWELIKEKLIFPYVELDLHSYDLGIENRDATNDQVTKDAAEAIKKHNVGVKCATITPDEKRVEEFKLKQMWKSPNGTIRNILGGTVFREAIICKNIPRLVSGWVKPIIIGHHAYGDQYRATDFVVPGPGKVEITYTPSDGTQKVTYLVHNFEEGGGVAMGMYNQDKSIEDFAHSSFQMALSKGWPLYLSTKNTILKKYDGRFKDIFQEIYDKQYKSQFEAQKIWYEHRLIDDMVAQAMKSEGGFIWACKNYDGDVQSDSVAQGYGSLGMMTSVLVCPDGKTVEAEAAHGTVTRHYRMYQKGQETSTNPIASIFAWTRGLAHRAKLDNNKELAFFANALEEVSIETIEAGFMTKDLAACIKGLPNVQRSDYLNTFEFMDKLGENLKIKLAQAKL
#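 IDH1-R132H (0.5 ug/mL) preincubated 30 min with compound, then NADPH (0.016 mM) and alpha-KG (2 mM) added; 80 min at RT, pH 7.5. Remaining NADPH coupled via diaphorase/resazurin to fluorescence (540/590 nm); concentration-response curves normalized to no-enzyme control.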
# TrxR1 substrate: qHTS Assay for Substrates of Mammalian Selenoprotein Thioredoxin Reductase 1 (TrxR1): qHTS | Thioredoxin reductase 1, cytoplasmic (Rattus norvegicus), O89049 | purified TrxR1 substrate turnover, NADPH consumption readout | Potency, µM (series often up to 114 µM), for the others: at the top dose activity change, negative = substrate turnover | hit rate 0.01% among 390,000 | AID 588456, 2011; note: potency is the fitted concentration of half-maximal effect; % is set by controls: 0 for no effect and ±100 for the full control effect; nearly all actives have a fitted effect of over 50% in size
# Target sequence (O89049 whole entry, looked up): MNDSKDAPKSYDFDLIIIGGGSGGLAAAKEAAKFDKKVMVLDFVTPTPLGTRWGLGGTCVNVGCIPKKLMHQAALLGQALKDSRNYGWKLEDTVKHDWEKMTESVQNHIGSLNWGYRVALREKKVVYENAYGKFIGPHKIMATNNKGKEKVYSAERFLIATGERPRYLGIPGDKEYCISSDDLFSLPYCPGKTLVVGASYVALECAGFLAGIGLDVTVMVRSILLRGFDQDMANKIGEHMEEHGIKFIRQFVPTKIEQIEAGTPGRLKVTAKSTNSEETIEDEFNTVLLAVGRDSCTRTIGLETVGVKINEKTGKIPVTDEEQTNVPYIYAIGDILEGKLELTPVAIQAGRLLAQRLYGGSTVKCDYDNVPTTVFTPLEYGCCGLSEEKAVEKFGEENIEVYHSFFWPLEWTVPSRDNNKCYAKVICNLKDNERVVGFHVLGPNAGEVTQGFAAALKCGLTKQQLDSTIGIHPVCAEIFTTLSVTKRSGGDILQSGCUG
#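 Rat TrxR1, dispensed at 90 nM, was prereduced with 400 uM NADPH (final) for 5 min at ~22 deg C, then incubated with compound 15 min before 400 uM selenite. A first-read NADPH fluorescence drop versus no-compound background flagged substrates.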
# LDHA inh: qHTS assay for inhibitors of human lactate dehydrogenase. L-lactate dehydrogenase A chain (Homo sapiens), P00338. purified LDHA, NADH/diaphorase-resazurin fluorescence; stronger effect = lower value. activity change, % (values are at about 110 or 230 µM). hit rate 0.15% among 480,000; in the data active = activity change below about -30%; inconclusive = mostly about -25% to -30%;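 note: plate controls were DMSO wells for no effect and wells without enzyme for full effect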
#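 Remaining NADH was detected by diaphorase (0.133 mg/mL) converting 37 µM resazurin to fluorescent resorufin, read at 0 and 20 minutes. The preceding 5-minute room-temperature reaction used 2 nM LDHA, 0.2 mM sodium pyruvate and 0.06 mM NADH at pH 7.4.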
# RXFP1 ag: qHTS Assay for Agonists of the Relaxin Receptor RXFP1. Relaxin receptor 1 (Homo sapiens), Q9HBX9. HEK293T-RXFP1 cAMP TR-FRET, 30 min; response scale: percent of porcine relaxin response, buffer zero. Potency, µM (titrated, usually from 57.5 µM), for inactives: top-dose activation, actives largely listed as activators. hit rate 0.3% among 370,000; note: potency is the fitted concentration of half-maximal effect; % is set by controls: 0 for no effect and ±100 for the full control effect; nearly all actives have a fitted effect of over 60% in size; many of its hits are not listed in these tables
#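 HEK293T cells stably expressing RXFP1 were pretreated with the PDE4 inhibitor Ro 20174, exposed to compounds for 30 min at 37C, lysed, and cAMP was read by TR-FRET. Data normalized to buffer (basal) and 29 nM porcine relaxin (100%).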
# Vif-A3F inh: qHTS for Inhibitors of Vif-A3F Interactions: qHTS | HeLa A3F-eYFP + Vif (tagged APOBEC3F with the HIV-1 protein that degrades it), YFP fluorescence increase | AID 602313, 2012 | Potency, µM (series often up to 46.1 µM), for the others: top-dose activity, negative = active | hit rate 0.2% among 390,000; note: potency is the fitted concentration of half-maximal effect; % of control where 0% means no effect; nearly all actives have a fitted effect of over 65% in size
#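 Fluorescence increase (Ex 488/Em 500-530) after overnight compound treatment at 37 deg C flags inhibition of Vif-driven A3F-eYFP loss in stable HeLa A3F-eYFP/Vif cells seeded overnight beforehand.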
# USP1 inh: Inhibitors of USP1/UAF1: Primary Screen. Ubiquitin carboxyl-terminal hydrolase 1 (Homo sapiens), O94782. recombinant USP1/UAF1, Ub-Rhodamine cleavage fluorescence. Potency, µM (top dose mostly 57.1 µM), for the others: top-dose activity change, negative = inhibition, hits mostly inhibitors. hit rate 0.23% among 390,000; note: potency is the fitted concentration of half-maximal effect; % is set by controls: 0 for no effect and ±100 for the full control effect; nearly all actives have a fitted effect of over 60% in size; inactives centre near -12
#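 USP1/UAF1 complex (1 nM) preincubated 15 min at room temperature with compound, then Ub-Rho substrate (150 nM final) added. Kinetic fluorescence at 480/540 nm over 6 reads at 60 s intervals; 50 mM HEPES pH 7.8, 0.5 mM EDTA, 0.1 mg/ml BSA, 1 mM TCEP, 0.01% Tween-20.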
# Numbers without * were called inactive; ? = inconclusive; / = not tested or not shown; & = joins results of further samples; [ ] = another dose, or the depositor's remark. Unless noted, calls come from the whole dose curve; as a rule, active = well fitted curve in the direction sought with a large enough effect; inconclusive = small, poorly fitted or top-dose-only effect, or another doubt; inactive = no such curve, though single readings can be large; an effect the other way counts as inactive or inconclusive. These rows are one share of the data; the hit share may differ from the screen's.
Compound | Vif-APOBEC3G blk | GRP78 ERSR act | PI4K2A block | IDH1 R132H inh | TrxR1 substrate | LDHA inh | RXFP1 ag | Vif-A3F inh | USP1 inh
Cc1ccc(S(=O)(=O)/N=C(/Nc2cccc(O)c2)c2ccccc2)cc1 | 6% | -5% | 2 | 2% | -8% | -1 | 4.1% | 11% | -9%
COc1ccc(NS(=O)(=O)c2ccc(N/N=C/c3ccc(N4CCOCC4)cc3)c([N+](=O)[O-])c2)cc1 | 1% | 1% | 10 | 0% | 1%[57.1 µM] | 7 | -0.2% | 11% | -6%
COc1ccccc1C(=O)OCc1cc(=O)n2ccsc2n1 | 2% | 3% | -6 | 4% | -11% | -2 | / | -14% | ?
O=c1c2cc3c(cc2nc2sc(Nc4cccc([N+](=O)[O-])c4)nn12)OCO3 | -5% | -2% | 0 | 23% | -1%[57.1 µM] | -8 | 8.7% | -1% | ?
COc1ccc(CN2COc3ccc4c(C)cc(=O)oc4c3C2)cc1 | -1% | -3% | -2 | -12% | / | -8 | 16% | -12% | -12%
O=C(CCNC(=O)c1ccc(Br)cc1)NNC(=O)c1ccccc1 | 0% | 1% | -3 | 5% | -3% | -1 | / | -2% | -10%
COc1ccc(NC(=O)CSc2nnc(C)n2C2CC2)cc1S(=O)(=O)N1CCOCC1 | -2% | -4% | -3 | 1% | 0% | 2 | -0.2% | -1% | -10%
Nc1[nH]n(-c2ccccc2)c(=O)c1N=Nc1ccc2c(c1)OCCO2 | 0% | -8% | -1 | 4% | 5%[57.1 µM] | -3 | 1.8% | -2% | -16%
Cc1c(NC(=O)C(C)N2CC(C)OC(C)C2)c(=O)n(-c2ccccc2)n1C (centres undefined) | 2% | 0% | -3 | 0% | 4% | -6 | -0.9% | 2% | 0%
CCOc1nc(-c2ccccc2)ccc1-c1noc(-c2cccs2)n1 | -5% | 2% | 1 | 9% | 26% | 1 | 19% | -7% | -22%
CC(=O)N/N=C(/C)c1ccc(NC(=O)c2csc(C)c2C)cc1 | -1% | 3% | 0 | 17% | -7% | -5 | 0.9% | -7% | 0%
C=CCNc1oc(-c2ccc(-c3ccccc3)cc2)nc1C#N | 2% | -1% | -5 | / | -4% | 8 | / | ? | /
O=C(COc1ccccc1)Nc1cccc(-c2nnc(-c3ccccc3)o2)c1 | 0% | 6% | -5 | -6% | 10% | -2 | 0.6% | -6% | -10%
Cc1cc(C)cc(C(O)c2ncc(-c3ccc(F)cc3)[nH]2)c1 (centres undefined) | 1% | 0% | -2 | / | / | -6 | / | / | /
CCOC(=O)C1CCN(CC(C)(C)NS(=O)(=O)c2ccccc2)CC1 | -4% | -1% | -1 | -2% | 6%[57.1 µM] | -9 | 1.2% | 4% | -21%
CC(=O)N1CCN(c2ccc(Oc3ccc([N+](=O)[O-])c(C(F)(F)F)c3)cc2)CC1 | 7% | 0% | 6 | 0% | -11% | 1 | -0.1% | -20% | -22%

# Sorted by the number under USP1 inh (highest first): three from the list above
smiles	USP1 inh
CC(=O)N/N=C(/C)c1ccc(NC(=O)c2csc(C)c2C)cc1	0%
O=C(CCNC(=O)c1ccc(Br)cc1)NNC(=O)c1ccccc1	-10%
COc1ccc(CN2COc3ccc4c(C)cc(=O)oc4c3C2)cc1	-12%

# Next section.
Compound | Vif-APOBEC3G blk | GRP78 ERSR act | PI4K2A block | IDH1 R132H inh | TrxR1 substrate | LDHA inh | RXFP1 ag | Vif-A3F inh | USP1 inh
CN(C)c1ccc(/C=N/NC(=O)c2ccc3c(c2)OCCO3)cc1 | -24% | 2% | 1 | 10% | -9% | -2 | 3.9% | -10% | -18%
CCc1nc2ccc(C(=O)N3CCN(c4ccccc4)CC3)cn2c1N(CCC(C)C)CCN(C)C | 0% | -1% | 7 | / | / | 1 | / | / | /
Cc1cc(=O)[nH]c(SCC(=O)Nc2c(C)n(C)n(-c3ccccc3)c2=O)c1C#N | 4% | -5% | -1 | 0% | 8% | -10 | 1.0% | 2% | -9%
COc1ccc(CCNC(=O)C2CCN(C(=O)c3ccc(F)cc3)CC2)cc1OC | 2% | -2% | -15 | -4% | 2% | 0 | -0.4% | -1% | -18%
Cc1cc(C)n(-c2nc3cc(Cl)c(Cl)cc3nc2Nc2c(C)cccc2C)n1 | -2% | 1% | 0 | -10% | 7% | -3 | 3.8% | -3% | 4%
Cc1cccc(-c2cc3nc4c(c(N5CCC6(CC5)OCCO6)n3n2)CCCC4)c1 | 0% | 1% | 2 | 8% | 19% | -12 | / | -18% | -5%
C[C@H](CO)N1C[C@H](C)[C@@H](CN(C)C(=O)c2cccnc2)Oc2ncc(Br)cc2C1=O | 0% | -5% | -1 | -7% | / | -7 | / | 2% | -10%
CCOc1ccc(OCC(=O)OCC(=O)NNC(=O)c2ccc([N+](=O)[O-])cc2)cc1 | -2% | -2% | -5 | -5% | 3%[57.1 µM] | -1 | -0.5% | 1% | -21%
O=C(Nc1nnc(-c2ccc(F)cc2)s1)Nc1ccccc1F | 0% | 2% | 1 | 16% | 7% | -2 | -0.6% | 2% | -19%
O=C(CSCCc1ccccn1)Nc1cccnc1Cl | -1% | -3% | -7 | 8% | -5% | -6 | 0.2% | 5% | -16%
O=C(Nc1cc(Cl)cc(Cl)c1)N1CCCN(Cc2ccccc2)CC1 | 0% | 0% | 1 | 24% | -1%[57.1 µM] | 0 | -1.6% | -6% | -18%
O=C(NCc1ccc(Cl)cc1)c1cccc(NC(=O)c2ccccc2)c1 | -13% | -3% | -7 | 2% | 5% | -1 | -0.1% | -13% | -16%
CCc1cccc(C)c1NC(=O)CSc1nc2ccncc2[nH]1 | 1%&-2% | -10%&-2% | 3&0 | 5%&26% | -3%&-12% | -1&-8 | 0.0%&0.9% | -1%&-3% | -15%&-2%
CCC(=O)Nc1cc2c(cc1C(C)=O)OCCO2 | -3% | -3% | -1 | 7% | -2% | -1 | 2.2% | -3% | -15%
O=C(CSc1ccc2nc(-c3ccccc3)cn2n1)Nc1ccccc1 | 0% | 1% | 2 | -2% | 13%[57.1 µM] | -2 | 4.9% | 4% | -11%
COc1ccccc1CNC(=O)CCc1cn(C)c2ccccc12 | -5% | -2% | 3 | -7% | 5% | -6 | 0.3% | -9% | -21%

# Overlap with the part before: 2 entries, followed by the next part.
Compound | Vif-APOBEC3G blk | GRP78 ERSR act | PI4K2A block | IDH1 R132H inh | TrxR1 substrate | LDHA inh | RXFP1 ag | Vif-A3F inh | USP1 inh
O=C(CSc1ccc2nc(-c3ccccc3)cn2n1)Nc1ccccc1 | 0% | 1% | 2 | -2% | 13%[57.1 µM] | -2 | 4.9% | 4% | -11%
COc1ccccc1CNC(=O)CCc1cn(C)c2ccccc12 | -5% | -2% | 3 | -7% | 5% | -6 | 0.3% | -9% | -21%
O=C(O)c1ccccc1Nc1ccnc(Cl)n1 | -21% | 2% | 1 | 9% | 3% | -8 | 0.0% | 1% | -8%
Cc1ccc(/C=N\Nc2cn[nH]c(=O)c2Cl)cc1 | -21% | 10% | 1 | -4% | 22% | -6 | -0.2% | -4% | -18%
O=C(CNC(=O)c1ccco1)N/N=C/c1cccs1 | -1% | 0% | -4 | 3% | -21%[57.1 µM] | 2 | 0.3% | -3% | 0%
CCN1C(=O)[C@@H]2[C@@H]3CN(S(=O)(=O)c4ccc(C)cc4)[C@@H](c4ccccc4F)[C@@H]3C(=O)C[C@@H]2C1=O | 0% | -5% | 0 | / | / | -7 | / | / | /
COc1cc(CNCCSc2nnnn2C)cc(Br)c1OCc1ccccc1 | 3% | 0% | -7 | 9% | 5% | 1 | 0.1% | -17% | -18%
CC(C)C1N(S(=O)(=O)c2ccccc2)CCN1S(=O)(=O)c1ccccc1 | 2% | -4% | -2 | -3% | -6% | -1 | 0.0% | -10% | -8%
Cc1cccc(Nc2nnc(SCC(=O)NCc3cccs3)s2)c1 | 1% | 4% | 1 | 3% | -10% | 0 | 1.5% | -18% | -10%
COC(=O)c1ccc(C(=O)OC)c(NC(=O)CSCC(=O)O)c1 | 0% | -1% | -1 | 2% | -2% | -5 | -1.5% | 9% | -19%
CC(=O)Nc1ccc(S(=O)(=O)NC2(C(F)(F)F)C(=O)Nc3c2c(=O)[nH]c(=O)n3Cc2ccco2)cc1 (centres undefined) | -3% | -1% | -6 | 0% | 3% | 0 | -0.7% | -2% | -13%
CC1CN(S(=O)(=O)c2ccc(C(=O)Nc3ccc(S(=O)(=O)N4CCOCC4)cc3)cc2)CC(C)O1 (centres undefined) | 0% | -5% | 2 | 2% | -7% | -2 | -3.6% | -2% | -7%
Cc1nn(-c2cccc(Cl)c2)nc1C(=O)O | 0% | -3% | -5 | 3% | 1%[57.1 µM] | 1 | 1.9% | 9% | -4%
